Screening results from PubChem.
Tat transport – blocks Tat-dependent protein export in E. coli. E. coli MC4100 TorA-mCherry Tat export, fluorescence. inhibition, % at 10 µM. 340,000 compounds, 0.036% hits. AID 488895;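 active = mean replicate inhibition at least 50% and at least half of replicates individually reaching 50%; inconclusive = only one of the two criteria met; inactive = neither criterion met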;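 note: exported cargo escapes ClpAP degradation while cytoplasmic cargo is degraded and loses fluorescence; 0% = median of neutral control wells and 100% = median of NaSCN control wells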
HTR5A ag – counter-screen for OPRM1-OPRD1 agonists: human HTR5A agonism; HTR5A agonist assay, luminescence, cell-based; activation, % at 9.3 µM; 340,000 compounds, 0.61% hits; in the data active = activation mostly above about 9.5%, no sharp cut-off; inactive = mostly below about 7.6%;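 note: 0% = cells with vehicle only and 100% = reference agonist; strong numbers were not always called active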
Target sequence (P47898 whole entry, looked up): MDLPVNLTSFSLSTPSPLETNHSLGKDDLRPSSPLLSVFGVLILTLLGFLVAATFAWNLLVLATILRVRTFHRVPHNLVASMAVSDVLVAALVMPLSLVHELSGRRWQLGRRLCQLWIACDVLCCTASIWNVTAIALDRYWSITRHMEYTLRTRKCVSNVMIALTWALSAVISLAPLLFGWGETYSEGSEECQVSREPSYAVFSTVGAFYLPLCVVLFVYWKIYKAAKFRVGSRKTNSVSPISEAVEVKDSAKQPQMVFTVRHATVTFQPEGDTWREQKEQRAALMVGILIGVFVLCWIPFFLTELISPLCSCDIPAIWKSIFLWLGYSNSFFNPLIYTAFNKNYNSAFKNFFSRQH
AddAB inh – less growth of phage-infected E. coli with AddAB. 330,000 compounds, 0.29% hits. inhibition, % at 11.9 µM. E. coli expressing H. pylori AddAB, absorbance growth. AID 435030; in the data active = inhibition above about 12%;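 note: 0% = vehicle wells of infected cells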
PKA-R1A act – activates the PKA-R1A holoenzyme complex. AID 504707. PKA-R1A dissociation, Cy5-IP20 fluorescence polarization; scaled: DMSO 0%, 113 µM cGMP 100%. 340,000 compounds, 0.083% hits. activation, % at 11.4 µM. P00514+P68181;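 active = percent activation above the mean of all tested compounds plus 3 SD, cut at about 19% in these data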;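 note: higher means more PKAc released from R1A so a rise in polarization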
Mot1-301 SUMO – SUMOylation pathway inhibition by Mot1-301 growth rescue | 320,000 compounds, 1% hits | growth rescue, % at 18.8 µM | AID 2716 | S. cerevisiae Mot1-301 growth rescue, ATP luminescence, 38.5C; percent above DMSO median, 100 means doubled;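 active = every valid replicate shows activation above 250% relative to neutral control wells; inactive = the rest, any valid replicate at or below 250%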;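 note: OY570 slx delta 5 strain wells were the positive control but not used for scaling; some compounds called inactive have numbers as strong as hits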
CDK5 inh – blocks human CDK5/p35 kinase activity. inhibition, % at 10 µM. 330,000 compounds, 0.01% hits. Q00535+Q15078. Recombinant CDK5/p35, ADP-Glo luminescence, 60 min;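 active = highest replicate inhibition of at least 50% and at least 75% of replicates reaching 50%; inconclusive = only one of the two criteria met; inactive = both criteria failed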;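 note: plate controls were DMSO neutral control for no effect and GW8510 at 10 µM for full effect; many of its hits are not listed in these tables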
PKA-R2B activ – activators of human PKA-R2B complex | P22694+P31323 | PKA-R2B holoenzyme dissociation, Cy5-IP20 fluorescence polarization; R2B truncated from residue 108, S112A mutant; 0% DMSO only, 100% 113 µM cGMP | activation, % at 11.4 µM | 340,000 compounds, 0.079% hits;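 active = activation above a cutoff set at the mean over all compounds plus 3 SD, cut at about 18% in these data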;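 note: higher means more holoenzyme dissociation and a rise in polarization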
Target sequence (P31323 whole entry, looked up, other chains not shown, the tested form may be a part): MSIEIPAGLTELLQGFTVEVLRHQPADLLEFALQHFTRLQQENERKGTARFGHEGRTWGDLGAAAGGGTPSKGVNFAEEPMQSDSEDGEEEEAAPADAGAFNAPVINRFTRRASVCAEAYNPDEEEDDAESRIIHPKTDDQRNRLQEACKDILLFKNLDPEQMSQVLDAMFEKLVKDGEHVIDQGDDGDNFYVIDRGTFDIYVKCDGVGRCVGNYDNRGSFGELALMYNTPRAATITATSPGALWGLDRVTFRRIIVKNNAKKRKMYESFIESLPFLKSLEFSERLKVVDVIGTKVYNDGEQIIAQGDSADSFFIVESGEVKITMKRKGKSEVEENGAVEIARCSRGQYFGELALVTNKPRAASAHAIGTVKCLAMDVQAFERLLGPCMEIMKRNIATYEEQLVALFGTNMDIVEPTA
phage Ecoli inh – E. coli growth loss with phage present. growth absorbance. inhibition, % at 11.9 µM. AID 651602. 360,000 compounds, 0.26% hits; in the data active = inhibition above about 11%
Ecoli viability – reduces bacterial viability in AddAB counter-screen; AID 449728; 330,000 compounds, 0.27% hits; E. coli V3065 growth, OD600 absorbance, 18 h; inhibition, % at 11.9 µM;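 active = inhibition above the campaign's mean inhibition across all tested compounds plus 3 SD, cut at about 9.9% in these data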;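 note: uninfected addAB+ strain grown without phage in ampicillin broth; 0% = DMSO wells and 100% = ciprofloxacin 0.95 µg/ml wells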
DAGLB inhibitor – blocks human DAGLB lipase activity. 340,000 compounds, 0.059% hits. Q8NCG7. AID 504411. HEK293T DAGLB membrane lysate, EnzChek fluorogenic substrate. inhibition, % at 5.17 µM; in the data active = inhibition above about 34%;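 note: 0% = enzyme with vehicle and 100% = wells lacking enzyme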
HTR5A inv ctr – inverse agonist of human HTR5A in OPRM1-OPRD1 counter-screen | P47898 | HTR5A cell line, luminescence, inverse agonism | inhibition, % at 9.3 µM | 340,000 compounds, 0.083% hits; in the data active = inhibition mostly above about 23%, no sharp cut-off; inactive = mostly below about 18%;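 note: 0% = cells with DMSO and 100% = no-cell wells with DMSO; some compounds called inactive have numbers as strong as hits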
An asterisk follows results filed as active; ? = inconclusive; / = not tested or not shown.

SMILES	Tat transport	HTR5A ag	AddAB inh	PKA-R1A act	Mot1-301 SUMO	CDK5 inh	PKA-R2B activ	phage Ecoli inh	Ecoli viability	DAGLB inhibitor	HTR5A inv ctr
O=C(O)c1cccc(Nc2ccc([N+](=O)[O-])cn2)c1	0	2	1.7	-7	-3	4.0	1	4.1	1.6	-3	-5
CCOc1ccccc1N1CCN(C(=O)c2ccc3nc(N)sc3c2)CC1	-3	3	-1.5	-6	-7	1.5	-9	3.2	-0.3	-1	-8
COc1ccccc1CC(=O)Nc1ccc(Cl)cc1C(=O)O	3	3	0.6	-11	10	-1.8	-6	4.0	-1.2	2	-8
COc1ccc(NC(=O)COC(=O)CCCOc2ccc(Cl)cc2Cl)cc1	11	3	2.9	4	31	-1.0	-2	0.4	-0.3	-8	-13
CS(=O)(=O)NN1C(=O)c2ccccc2NC1c1ccccc1F (stereo unspecified)	6	2	0.2	-3	-11	0.4	-4	-2.9	-1.9	2	-8
COc1ccc(C(=O)c2ccc(N3CCN(C(=O)c4ccc(F)cc4)CC3)c(F)c2)cc1Br	0	-3	-1.1	-17	6	2.4	5	-1.6	0.3	4	13
Cc1cc(Oc2ccccc2)nc(SCC(=O)Nc2ccc(Cl)c(Cl)c2)n1	3	-5	1.6	0	-18	-2.1	-1	1.9	2.9	-10	13
Cc1ccc(S(=O)(=O)CC(=O)N2CCCCCC2)cc1	-8	-2	3.1	-6	-8	0.3	1	2.1	-1.4	5	7
COc1ccc(-c2nc(NC3=NCCCCC3)sc2C)cc1	-1	-1	5.5	-12	-14	-0.2	4	2.8	-1.4	-6	4
C/C(=N\NC(=O)c1cc(C)[nH]n1)C(C)(C)C	-6	8	0.3	-4	-8	-0.3	0	3.5	1.8	2	-10
CC(NC(=O)Nc1ccccc1)c1ccccc1 (stereo unspecified)	-7	3	2.7	6	312	0.2	-4	1.2	-1.0	0	-9
CCOc1cc2c(cc1/C=C1/NC(=O)N(CC(=O)OC)C1=O)OCO2	-3	0	2.5	3	-4	-1.0	8	0.4	-2.5	0	19
Cc1nc(C)c(-c2ccc(SCC(=O)Nc3cccc(F)c3)nn2)s1	2	1	-0.1	2	-7	0.4	0	0.2	0.4	0	2
C=CCC1NS(=O)(=O)OCC1C(C)C (stereo unspecified)	-46	3	2.2	6	0	1.0	8	3.8	1.8	-3	-7
O=C(Nc1ccncc1)C1c2ccccc2Oc2ccccc21	1	-2	-0.7	-3	0	-0.3	-2	3.9	-2.6	0	1
CC(=O)N1CCC(=NNC(=O)c2cccs2)CC1	-1	-2	-0.1	-1	8	-1.1	7	1.7	0.1	-1	-6
CC1CCN(C(=S)Nc2ccc(SC(F)F)cc2)CC1	-2	-4	1.3	1	71	1.5	-1	4.8	0.8	-3	-3
CCc1noc(C)c1C(=O)N1CCCSC1=Nc1ccccc1C(C)C	1	0	0.9	-1	-24	-1.5	-18	4.5	-0.3	-7	2
COc1cc(-c2nnn(CC(=O)NCc3ccccc3)n2)cc(OC)c1OC	-2	4	1.4	-3	3	-0.9	10	2.3	-0.2	-2	-12
Cn1ncc2c(Sc3ccc(Cl)cc3)ncnc21	-22	-2	0.5	-12	28	0.0	5	2.7	-1.7	-4	9
CN1C[C@@H]2[C@@H]3C(=O)N(Cc4ccccc4)C(=O)[C@@H]3[C@](C)(C1=O)N2C(=O)c1ccc(C(C)(C)C)cc1	-33	2	/	14	/	0.4	-7	2.2	/	2	-5
COc1ccc(/C=C2\SC(=S)N(CCCC(=O)N3CCN(C)CC3)C2=O)cc1OC	-4	-1	/	6	/	-2.9	3	1.2	/	0	2
COC(=O)c1cc(S(=O)(=O)NCc2ccc3c(c2)OCO3)cn1C	-2	-1	-0.1	-4	-15	-3.1	-16	-1.7	-0.2	0	8
Cc1ccc(C(=O)NC2CCCCCC2)cc1S(=O)(=O)N1CCOCC1	-3	2	-1.6	-7	179	-1.9	2	1.1	0.5	-1	11
CSc1cccc(NS(=O)(=O)c2ccc(F)cc2)c1	-5	-1	2.6	10	1	0.2	-6	-0.8	0.0	-2	8
Cc1ncsc1CCC(=O)N1CCCC(Nc2ccc(C(C)C)cc2)C1 (stereo unspecified)	1	-3	5.7	1	-5	-0.5	11	2.6	-0.9	0	4
CCOC(=O)Cn1nc(C)c(NC(=O)CCc2ccccc2)c1C	-1	4	0.2	6	-9	-0.1	4	-2.3	-0.7	0	3
CC(C)(C)NC(=O)c1cccc(NC(=O)c2cccc(O)c2)c1	-15	-1	3.9	2	1	0.0	-19	2.2	1.2	1	2
O=C(Nc1cccc(NC(=O)c2ccccc2[N+](=O)[O-])c1)c1ccccc1Cl	-8	-2	2.6	-6	17	-0.8	-11	3.6	2.0	0	5
CC(C)CN(CCNC(=O)c1cn(C)c2ccc(S(=O)(=O)N3CCCC3)cc2c1=O)CC(C)C	-6	6	3.4	0	6	/	0	-3.0	-0.3	-2	-28
COC(=O)N1C(=O)[C@@](c2ccc(OC)cc2)(C(C)C)N1C(=O)OC	-1	1	2.9	11	0	-0.9	13	/	0.5	-2	-22
CCOc1ccc(NS(=O)(=O)N(C)C)cc1	-4	3	1.3	-15	-15	-0.3	-1	3.2	-1.2	3	-34
O=C(CNC(=O)Cc1cccc2ccccc12)NCc1ccccc1F	-1	0	2.4	7	0	0.7	8	-0.8	-2.3	0	-25
O=C(Nc1cccc(S(=O)(=O)N2CCCCCC2)c1)c1ccc(Cl)nc1	-1	3	-0.1	6	-13	2.4	-7	1.2	1.5	-2	-9
O=C(NC1CCN(Cc2ccccc2)CC1)c1ccc(Oc2cc(Cl)cc(Cl)c2)o1	-5	3	1.4	3	222	-0.3	-8	4.7	0.1	-3	9
O=C1OCCC1=Cc1ccccc1	1	0	/	8	/	4.0	0	1.2	/	2	2
COc1ccc(CNC(=O)COC(=O)c2cccs2)cc1	0	12	4.4	5	-4	1.0	-2	-1.8	0.8	-1	-5
C[C@]12C(=O)N(c3ccccc3)C(=O)N1[C@@H]1c3ccccc3OC[C@@H]1[C@H]2c1ccccc1	1	2	2.3	-5	42	-1.1	-12	1.6	-1.9	-10	-9
COc1ccccc1-c1c(C)[nH]n2c(=O)c(Cc3ccccc3)c(C)nc12	-4	1	-5.3	0	-2	-5.9	-7	3.0	-5.4	0	10
CC1CC(C)CN(C(=O)c2ccc(C#N)cc2)C1 (stereo unspecified)	0	1	-1.8	-1	/	0.9	1	2.4	-1.1	-1	-2
O=C(NCc1nnc(SCC(=O)N2CCOCC2)o1)c1c(F)cccc1F	-1	2	0.6	3	2	-0.7	4	0.9	-0.8	1	-15
COCCNC(=O)CCc1nc(-c2ccccc2)no1	1	-3	3.2	-8	246	0.2	-13	2.8	-0.3	-1	-5
Cc1ccc(S(=O)(=O)NCCC(=O)NCCOc2ccccc2)cc1	-4	3	/	-1	/	-0.5	1	3.0	/	0	-1
CCCCC(CCC(=O)NNC(=O)Cc1ccccc1)C(=O)O (stereo unspecified)	2	8	2.2	1	14	0.7	0	0.6	-1.4	-1	20
COc1ccc(NC(=O)Cn2nnc(C(=O)NCc3cccc(OC)c3)c2N)cc1	5	-3	0.5	3	/	-0.4	-11	2.0	-0.1	1	11
Cc1c(O)nc(SC2CC(=O)N(c3cc(Cl)cc(Cl)c3)C2=O)[nH]c1=O (stereo unspecified)	-2	8	8.8	-10	-14	0.7	3	-2.1	4.0	2	-21
CCC(C)(C)NC(=O)C(c1ccc(OC)cc1)N(Cc1ccccc1)C(=O)CCC(=O)Nc1cc(C)on1 (stereo unspecified)	-1	4	1.9	4	-1	-0.6	-4	-0.3	-0.6	-2	-11
COc1ccccc1C1CC(=O)Oc2cc(C)c(Cl)cc21 (stereo unspecified)	4	-1	0.4	-7	/	-1.6	-4	2.3	1.8	-2	5
O=C(O)CC(c1cccc(C(F)(F)F)c1)N1CCS(=O)(=O)CC1 (stereo unspecified)	-4	-4	1.6	-2	13	0.3	-2	2.3	-0.1	-1	12
COc1ccccc1N1CCN(/N=C/c2ccc([N+](=O)[O-])cc2)CC1	10	-3	/	1	-17	-0.1	3	2.0	/	0	-1
Cc1ccccc1N(C(=O)c1csnn1)C(C(=O)NC1CCCC1)c1ccncc1 (stereo unspecified)	-2	3	2.9	-5	2	-1.1	10	2.4	0.8	0	-20
CN(c1ccccc1)S(=O)(=O)c1cccc(NC(=O)CCN2C(=O)C3CCCCC3C2=O)c1 (stereo unspecified)	-1	7	1.5	4	11	2.8	-1	4.1	2.5	-1	-19
COc1ccc(OC)c(C2CC(=O)Nc3cc(OC)c(OC)c(OC)c32)c1 (stereo unspecified)	1	3	3.8	-2	-1	0.6	-7	4.1	-3.7	-3	-6
COC(=O)CNc1c(-c2ccccn2)nc2ccc(Br)cn12	-5	2	0.3	4	-8	2.8	9	-0.8	1.0	-4	-7
CCCn1nc(C(=O)N2CCc3ccccc32)c2ccccc2c1=O	4	0	0.9	2	0	-2.8	0	1.7	-2.5	7	1
C/C=C1\COC(C(=O)NCCN2CCCC2)(C(F)(F)F)C=C1C=C1CCCCC1 (stereo unspecified)	-6	8	1.6	-3	-5	-1.7	-9	5.1	-0.9	2	-22
CC1=C(C(=O)c2ccccc2)C(c2ccc(OC(F)F)cc2)NC(=S)N1 (stereo unspecified)	-6	-3	0.8	4	69	1.0	2	3.5	0.4	1	7
CS(=O)(=O)c1ccccc1-c1nnc(NC(=O)CCS(=O)(=O)c2ccc(Cl)cc2)o1	0	0	-2.1	3	-8	-2.6	3	5.1	0.1	1	-5
Cc1cc(C(=O)CN2C(=O)C3CC=CCC3C2=O)c(C)n1-c1ccccc1 (stereo unspecified)	?	-2	1.4	-5	15	-1.2	-7	0.8	-0.6	-3	5
CC(Sc1nnc(COc2ccc3ccccc3c2)n1C)C(=O)O (stereo unspecified)	2	2	-0.5	13	2	-0.4	-1	1.8	-2.4	3	-9

Next section:
SMILES	Tat transport	HTR5A ag	AddAB inh	PKA-R1A act	Mot1-301 SUMO	CDK5 inh	PKA-R2B activ	phage Ecoli inh	Ecoli viability	DAGLB inhibitor	HTR5A inv ctr
Cc1ccccc1C(=O)Nc1ccc(N2CCN(C(=O)c3ccco3)CC2)cc1	-3	1	2.3	-12	87	0.2	-6	-1.4	-2.7	0	-4
CC(C)=CCN1CCN(CC#Cc2ccccc2)CC1CCO (stereo unspecified)	0	-3	-0.2	-20	11	-0.2	-3	-0.5	0.3	2	-5
c1ccc(-c2cn3nc(-c4ccccc4)c(-c4ccccc4)nc3n2)cc1	5	2	1.4	-1	-10	1.6	6	0.0	0.2	-3	-8
CC(NC(=O)Cn1cc(Br)c([N+](=O)[O-])n1)c1ccccc1 (stereo unspecified)	-10	-1	4.1	3	-17	-0.4	-3	2.7	3.1	-1	-7
